# MT stabilize HCS: microtubule stabilization, imaging screen; HeLa tubulin immunostaining HCS, 24 h; share of cells brighter than vehicle mean+2SD; % tubulin-high responders, % at 10 µM; hit rate 0.83% among 200,000; AID 2205;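 active = plate Z-score above 3 for both tubulin-high and condensed-nucleus cell shares, with cell loss under 80%, at 10 µM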;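 note: anti alpha tubulin signal scored within the nucleus-defined area of each cell; some results filed as inactive read as strong as hits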
# PMI inhibitors: MPI enzyme activity inhibition – biochemical, fluorescence intensity, coupled assay, primary screen (AID 1209) | purified PMI enzyme, coupled fluorescence intensity; higher % means a stronger effect | one-dose inhibition, % at 20 µM; IC50 in µM for titrated hits | hit rate 0.42% among 190,000;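 note: plate controls were DMSO vehicle for no effect and wells lacking substrate for full effect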
# WT yeast gro inh: growth inhibition of WT yeast, mitochondrial fusion screen | mitochondrial fusion phenotypic screen, WT strain | inhibition, % at 10 µM | hit rate 2.1% among 190,000 | AID 1362; in the data active = inhibition above about 58%; tested in S. cerevisiae
# Autophagy HCS: autophagy modulation, high-content screen; MEF GFP-LC3 puncta imaging; test concentration mostly 10 µM; calls only at 10 µM (by protocol); hit rate 0.98% among 190,000;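 active = percentage of spot-positive cells more than 3 SD above its plate mean, without a fluorescence outlier flag or 80% toxicity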;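 note: spot-positive cell cutoff set from DMSO-treated cells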
# Insulin prom up: MIN6 insulin promoter up-regulation | MIN6 insulin promoter-GFP reporter, high-content imaging; stronger effect = higher value | z-score at 5 µM | hit rate 0.3% among 190,000 | AID 1625;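 active = z-score above 3 at 5 µM with at least 500 cells counted in the well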
# Dynein cargo inh: dynein cargo transport inhibition. 3617.4 mouse cells, GR-EGFP nuclear translocation imaging; test concentration mostly 20 µM; stimulated with dexamethasone, 1 µM; stronger effect = lower value. z-score, hits read low. hit rate 0.47% among 220,000;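 active = plate z-score of nuclear minus cytoplasmic receptor signal below a set negative limit, without overly bright fluorescence or cell loss, cut at about -3.5 in these data, passing the limit was not always enough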;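 note: z-score of nuclear minus cytoplasmic ring GR-EGFP intensity difference per well; some compounds called inactive have numbers as strong as hits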
#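 Buffer or medium: tetracycline-free induction medium containing charcoal-stripped FBS / Reagent: dexamethasone agonist, 1.0 µM final, for 30 min / Technique: automated 10x imaging of fixed Hoechst-stained cells / Times: induction 48 h, compound 1 h, agonist 30 min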
# bCat nuc transl: modulators of beta-catenin nuclear translocation | HeLa beta-catenin nuclear translocation, immunofluorescence imaging | nuclear translocation activity, % at 5 µM | hit rate 0.3% among 190,000 | AID 1665;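 active = nuclear translocation activity above 50% at 5 µM, with a well cell count of 50 or more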;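 note: per-cell ratio of nuclear to cytoplasmic median beta-catenin stain intensity; plate controls were DMSO negative control for no effect and GSK-3 inhibitor IX positive control for full effect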
#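 Technique: fluorescence imaging of beta-catenin antibody stain plus DAPI / Material: human HeLa cell line / Incubation: compound treatment 24 h, 37°C, 5% CO2 / Read-out basis: % activation of per-cell nuclear versus cytoplasmic median beta-catenin signal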
# human PMI inhibitors: MPI inhibition at elevated mannose 6-phosphate – biochemical, fluorescence intensity, high mannose 6-phosphate, primary screen (AID 1220) | recombinant PMI enzyme, coupled fluorescence intensity; higher % means a stronger effect | inhibition, % at 20 µM, or IC50 in µM where a hit was titrated | hit rate 0.66% among 190,000
# Yfh1-depleted yeast: enhancers of respiration in Yfh1-depleted yeast, dose response, Friedreich's ataxia, plus single-dose screen (AID 1465); hit rate 0.074% among 220,000; S. cerevisiae Yfh1-off respiration, WST-1 reduction, 72 h; higher fold induction means a stronger effect; one-dose fold induction at 50 µM; EC50 in µM for titrated hits;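 active = fold induction of absorbance versus untreated yeast above a set limit, then at least 30% activation at any dose in follow-up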;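 note: activators that raise dye reduction in frataxin-depleted yeast; strong numbers were not always called active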
# WT yeast gro inh mutant strain: second read-out of WT yeast gro inh, no call of its own (marks repeat the call); inhibition, %; mitochondrial fusion phenotypic screen, mutant strain inhibition
# Dynein cargo inh cytoplasmic EGFP: further read-out of Dynein cargo inh, marked with its call; z-score; measured here: cytoplasmic GR-EGFP intensity; stronger effect = higher value
# Dynein cargo inh nuclear GR-EGFP: also measured in Dynein cargo inh; calls as there; z-score; measured here: nuclear GR-EGFP intensity;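 lower value marks the stronger effect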
# Dynein cargo inh cell count: second read-out of Dynein cargo inh, no call of its own (marks repeat the call); z-score; measured here: cell count per field
# Insulin prom up cell count: further read-out of Insulin prom up, marked with its call; cell count; measured here: cytotoxicity, nuclei count;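 total cells summed across four imaged fields per well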
# bCat nuc transl cell count 5 µM: recorded beside bCat nuc transl, whose call it bears; cell count; measured here: cell count, cytotoxicity flag
# MT stabilize HCS Hoechst-high %: second read-out of MT stabilize HCS, no call of its own (marks repeat the call); % Hoechst-high responders; measured here: nuclear condensation Hoechst responders;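 share of cells brighter than vehicle mean plus two SD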
# MT stabilize HCS cytotoxicity %: recorded beside MT stabilize HCS, whose call it bears; toxicity, %; measured here: cytotoxicity by cell density;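 0% = mean cell density of plate MIN control wells and 100% = no cells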
# Autophagy HCS cell loss 18 h: also measured in Autophagy HCS; calls as there; toxicity, %; measured here: cell loss, nuclei count;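 cell loss after 18 h compound exposure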
# Active calls of the source: *; i = inactive; · = no result given; + = active, no number. Cut-off read from the data, not from the text of the source, unless noted: active = inhibition above about 50%; inactive = the rest.
Molecule	MT stabilize HCS	MT stabilize HCS Hoechst-high %	MT stabilize HCS cytotoxicity %	PMI inhibitors	WT yeast gro inh	WT yeast gro inh mutant strain	Autophagy HCS	Autophagy HCS cell loss 18 h	Insulin prom up	Insulin prom up cell count	Dynein cargo inh	Dynein cargo inh cytoplasmic EGFP	Dynein cargo inh nuclear GR-EGFP	Dynein cargo inh cell count	bCat nuc transl	bCat nuc transl cell count 5 µM	human PMI inhibitors	Yfh1-depleted yeast
COc1cc(/C=N/NC(=O)COc2ccc(Cl)cc2)ccc1OS(=O)(=O)c1ccc(C)cc1	2.4	2.2	8.7	21%	44	26	i	2	·	·	1.9	-0.088	1.2	-0.91	1.7	1226	16%	i
C=CCn1c2ccccc2c2nnc(SCc3ccc4nonc4c3)nc21	2.6	4.5	9.0	15%	25	18	i	7	0.4	1159	-0.88	-0.21	-0.31	0.17	0.0	925	9%	i
CC(=O)C1=C(O)C(=O)N(c2cc(C(C)(C)C)on2)C1c1ccc(Br)cc1 (stereo unspecified)	3.1	2.2	6.2	-10%	-3	-3	i	0	0.58	1298	-0.01	-0.23	0.27	1.3	-3.2	1026	-7%	i
O=[N+]([O-])c1cc(S(=O)(=O)Nc2cccc(C(F)(F)F)c2)ccc1-n1nnc2ccccc21	1.5	1.4	0.9	12%	25	12	i	2	0.4	941	-1.1	-0.28	-0.27	0.41	0.6	1028	-1%	i
CCOC(=O)c1cc(-c2ccccc2)sc1NC(=S)Nc1cc(C)ccn1	3.8	1.4	8.4	41%	-5	-32	+	15*	0.24	1552	3	1.9	2.9	1	-1.2	1383	-16%	·
C/C(=N\NC(=O)CSCc1ccc(Cl)cc1)c1ccc(NC(=O)c2ccccc2)cc1	1.5	1.8	4.4	-2%	4	-8	i	-13	-0.98	1004	0.95	-0.078	0.5	-0.46	-4.2	1205	-2%	i
CCOC(=O)N1CCN(c2c(NCCc3ccc(OCC)c(OCC)c3)c(=O)c2=O)CC1	5.2	1.7	3.4	34%	9	10	i	3	0.65	1717	3.7	-0.073	2.8	-2.2	-0.6	1082	13%	i
O=C(O)c1cccc2c(/C=N/Nc3ccccn3)c[nH]c12	·	·	·	·	·	·	·	·	0.17	1080	-0.26	-0.23	0.76	-0.22	0.0	1353	·	i
Cc1ccc(/C=N/n2c(C)nnc2C)cc1	2.5	1.8	6.8	4%	2	4	i	-29	0.5	1891	-0.93	-0.35	-0.54	0.97	-0.9	1064	5%	i
CCOC(=O)/C=C/C(=O)OCC(=O)Nc1cccc(Cl)c1Cl	2.2	2.5	2.7	-8%	6	11	i	-5	0.45	1069	-0.19	-0.015	0.21	0.04	1.0	1085	1%	i
Cc1cccc2cc(C(c3nnnn3C3CCCC3)N3CCOCC3)c(=O)[nH]c12 (stereo unspecified)	2.7	1.8	4.4	-28%	3	-6	i	13	·	·	-0.19	-0.28	-0.49	0.37	-1.5	989	-42%	i
COc1ccc(NC(=O)c2c(C)oc3c2CCCC3)cc1	6.2	3.2	8.0	1%	-1	4	i	-19	·	·	-0.6	-0.097	-0.024	0.12	-1.9	1226	4%	i
Clc1ccc(OCCCc2nc(-c3cccnc3)no2)c(Cl)c1	5.1	3.0	6.9	12%	16	12	i	16	0.28	1273	-0.083	-0.21	0.3	-1.5	0.0	1457	2%	i
CCOC(=O)CSc1nsc(SCC(=O)OCC)c1C#N	3.4	1.3	4.0	-2%	3	3	i	2	0.78	1140	-0.83	0.014	-0.16	0.1	-2.1	1213	-4%	i
CCOC(=O)c1c(NC(=O)C(C)N2CCN(S(=O)(=O)c3cccs3)CC2)sc2c1CCC(C)C2 (stereo unspecified)	2.1	2.3	15	0%	9	3	i	20	-0.28	1274	0.25	-0.23	0.18	-0.01	-0.8	504	10%	i
CCOC(=O)c1csc(COc2ccc(OC)cc2)n1	·	·	·	·	·	·	·	·	0.08	1127	0.29	-0.26	0.69	-0.35	-0.4	1343	·	i
CN(C)CCNC(=O)C1CC(=O)N(c2ccc(F)c(Cl)c2)C1 (stereo unspecified)	1.3	2.0	5.8	0%	3	14	i	0	1.6	942	-0.69	-0.11	-0.047	0.55	·	·	-2%	i
Cc1cc(C)cc(NC(N)=S)c1	5.0	3.6	6.2	26%	2	-7	i	13	-0.06	1429	-0.29	-0.12	0.13	-0.25	-2.2	1153	4%	i
O=C1C(C=Nc2ccccc2O)=C(O)c2ccccc21	4.2	1.3	0.4	-24%	3	-14	i	18	-0.42	1315	1.1	-0.4	0.98	-0.94	3.0	1396	-9%	i
COc1cccc(-c2nn(-c3ccccc3)cc2CN(C)C(C)c2ccon2)c1 (stereo unspecified)	1.1	0.9	0.3	24%	48	11	i	3	-0.27	1368	0.16	-0.041	0.63	0.0073	2.7	990	20%	i
O=C(CCSc1ccccc1)N1CCN(C(=O)c2ccco2)CC1	4.6	1.9	5.7	11%	-5	11	i	2	2.2	1177	0.54	-0.26	0.7	0.29	·	·	10%	i
COc1ccc(Br)cc1-c1noc(-c2ccccc2)n1	2.3	1.7	6.2	12%	15	21	i	27	-0.98	1313	-0.038	-0.19	0.31	0.25	-0.3	1105	7%	i
CCN1CC(CN(C)Cc2nc(-c3ccc(OC)c4ccccc34)oc2C)CC1=O (stereo unspecified)	0.7	1.1	5.6	11%	-14	2	i	-9	-0.14	1547	-0.51	-0.28	-0.084	1.6	0.7	969	17%	i
Oc1ccc(NCc2cccc(OCc3ccccc3)c2)cc1	6.6	2.0	8.4	38%	6	9	i	6	0.09	1302	-0.87	-0.18	-0.34	0.77	3.9	928	59%*	i
O=C(N/C(=C/c1ccco1)C(=O)N1CCOCC1)c1cccs1	6.5	2.6	5.2	9%	-1	15	i	8	0.23	1491	1.1	-0.29	0.37	-0.89	0.0	1472	16%	i
COc1ccc(-n2c(=O)cc(N3CC(C)OC(C)C3)[nH]c2=O)cc1 (stereo unspecified)	3.5	2.3	5.1	-7%	-2	5	i	-3	1.6	1360	-1.1	-0.2	-0.62	1.2	-4.9	817	7%	i
NS(=O)(=O)c1cc2c(cc1Cl)NCNS2(=O)=O	3.3	1.4	2.1	5%	-11	-19	i	-41	·	·	-0.63	-0.18	-0.13	0.59	-3.6	611	8%	i
CCOC(=O)N1CCC(NC(=O)c2ccc(CS(=O)(=O)c3ccc(OC)cc3)o2)CC1	5.6	1.6	4.3	-1%	3	2	i	1	-0.35	914	0.23	-0.25	0.18	0.17	·	·	0%	i
COc1ccccc1N1CCN(S(=O)(=O)c2ccc(Cl)s2)CC1	1.9	2.2	7.7	8%	26	18	i	7	0.21	1324	0.67	-0.29	0.34	0.37	-0.2	946	2%	i
Cc1ccc2ncnc(Nc3ccc(C)c(C)c3)c2c1	1.0	1.5	20	5%	37	24	i	-2	0.22	900	-0.59	-0.33	-0.3	0.38	·	·	7%	i

# Ordered by the number under Dynein cargo inh nuclear GR-EGFP (largest number first): some entries from above.
smiles	Dynein cargo inh nuclear GR-EGFP
O=C(N/C(=C/c1ccco1)C(=O)N1CCOCC1)c1cccs1	0.37
Cc1cc(C)cc(NC(N)=S)c1	0.13
C=CCn1c2ccccc2c2nnc(SCc3ccc4nonc4c3)nc21	-0.31

# Next section:
Molecule	MT stabilize HCS	MT stabilize HCS Hoechst-high %	MT stabilize HCS cytotoxicity %	PMI inhibitors	WT yeast gro inh	WT yeast gro inh mutant strain	Autophagy HCS	Autophagy HCS cell loss 18 h	Insulin prom up	Insulin prom up cell count	Dynein cargo inh	Dynein cargo inh cytoplasmic EGFP	Dynein cargo inh nuclear GR-EGFP	Dynein cargo inh cell count	bCat nuc transl	bCat nuc transl cell count 5 µM	human PMI inhibitors	Yfh1-depleted yeast
CCc1ccc(N(CC(=O)NC)S(C)(=O)=O)cc1	3.1	2.2	5.8	10%	10	11	i	-6	0.44	1213	-0.75	-0.25	-0.76	1.2	1.3	1073	8%	i
CCOCCn1c(N2CCN(c3ccccc3)CC2)nc2c1c(=O)n(C)c(=O)n2C	3.5	1.9	7.7	-4%	-18	-10	i	21	-2.4	1311	0.47	-0.26	1.1	-0.51	·	·	-14%	i
COc1cccc(C(c2sc3ncnn3c2O)N2CCc3ccccc3C2)c1 (stereo unspecified)	3.4	3.2	7.3	41%	11	5	i	-1	0.84	1084	0.13	-0.13	0.24	-0.45	0.2	1063	-42%	i
Cc1cc(C)nc(NS(=O)(=O)c2ccc(NC(=S)NC(=O)C(C)C)cc2)n1	3.1	1.1	2.9	-8%	-9	8	i	-4	0.61	1267	-0.33	-0.22	-0.53	-0.57	-4.9	1310	-1%	i
COc1cccc(N=CC2=C(O)CCCC2=O)c1	4.9	3.1	5.1	-4%	-4	6	i	2	-0.08	1307	-1.1	-0.26	-0.4	0.42	-2.5	1093	9%	i
Cc1cc(=O)[nH]c(SCc2cc(Cl)ccc2OC(F)F)n1	3.9	1.7	12	-6%	-7	5	i	-6	-0.27	1497	-0.86	-0.086	-0.19	-0.46	-4.7	1000	1%	i
COc1cc(S(=O)(=O)N2CCN(C)CC2)c(OC)cc1Br	3.9	2.3	8.7	15%	9	0	i	12	0.03	1281	-0.49	-0.29	-0.62	1.2	-10	1246	11%	i
COC(=O)c1nc2cc(C)ccn2c1F	2.5	2.4	6.0	1%	-2	-1	i	-12	-0.93	1380	0.16	-0.19	0.27	0.17	-2.7	1103	4%	i
C=COCCNC(=O)C(=O)NC(C)C	2.5	3.0	12	-15%	-27	-20	i	-16	0.07	1539	-0.32	-0.083	-0.38	-0.17	-0.4	1431	-10%	i

# Screening results deposited in PubChem BioAssay by several laboratories.
